Rad51 HR inh: blocks human Rad51 in homologous recombination. hRad51 DNA strand exchange, fluorescence dequenching. inhibition, % at 10 µM. 0.085% of 200,000 active;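 active = inhibition above 40% at the single screening dose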;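 note: 0% = DMSO control wells and 100% = blanks with heterologous ssDNA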
Target sequence (Q06609 whole entry, looked up): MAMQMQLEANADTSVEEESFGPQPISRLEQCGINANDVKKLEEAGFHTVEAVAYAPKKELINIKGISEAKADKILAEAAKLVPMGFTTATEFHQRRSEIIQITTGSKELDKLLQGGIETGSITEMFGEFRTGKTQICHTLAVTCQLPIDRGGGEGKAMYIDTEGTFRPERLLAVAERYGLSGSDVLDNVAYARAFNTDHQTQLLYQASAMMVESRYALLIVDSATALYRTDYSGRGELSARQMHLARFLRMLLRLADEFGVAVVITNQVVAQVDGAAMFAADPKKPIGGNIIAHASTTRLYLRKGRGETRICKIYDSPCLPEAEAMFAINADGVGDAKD
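Material: human Rad51–ssDNA filaments; Probe or stimulus: labelled 47-mer dsDNA for strand exchange; Doses: single 10 µM dose; Incubation: 37 °C 15-min filament assembly, 30-min compound preincubation, 15-min exchange; Technique: FRET fluorescence dequenching, excitation 485 nm, emission 520 nm; Measure: Fluorescence-based percent inhibition, control- and blank-normalised; Benchmarks: plate control and blank wells.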
zVAD death inh: blocks zVAD induced death of L929 cells | L929 zVAD necroptosis rescue, ATP luminescence, 24 h; with zVAD 60 µM | 0.38% of 220,000 active | viability rescue, % at 10 µM;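 active = activation, scaled between plate controls, above about 75%, limit read from the data; inactive = activation under that limit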;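 note: 0% = zVAD with DMSO and 100% = DMSO alone without zVAD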
eIF4E 4G PPI: blocks eIF4E binding to eIF4G. TR-FRET eIF4E-eIF4GI(517-606) binding, 2 h. inhibition, % at 21.7 µM. 0.37% of 220,000 active;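 active = inhibition above about 30%, limit read from the data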;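 note: 0% = full FRET control wells and 100% = background wells lacking eIF4GI fragment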
PERK inhibitor: human PERK inhibition, primary cell-based screen; inhibition, % at 5.6 µM; 0.17% of 220,000 active; CHO PERK-DD fusion, SEAP luminescence translation reporter; Q9NZJ5;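 active = inhibition above the mean inhibition of all tested compounds plus 3 SD, set separately per screening campaign, cut at about 2.9% in these data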;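 note: PERK kinase domain activated by AP20187 dimerizer at 100 nM; 0% = DMSO with dimerizer and 100% = rapamycin at 8.4 µM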
Mdm2 ligase inh: blocks human Mdm2 ubiquitin ligase activity | cell-based MDM2 ubiquitination luciferase reporter, 2 h; 0 = plate control, 100 = twice control, blank-subtracted | signal enhancement, % at 5 µM | 0.11% of 210,000 active | AID 1230;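 active = signal enhancement of 30% or more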;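 note: luminescence tracks abundance of the self-degrading MDM2-luciferase fusion protein; higher signal means inhibition of MDM2 E3 ligase activity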
Target sequence (Q00987 whole entry, looked up, the tested form may be a part): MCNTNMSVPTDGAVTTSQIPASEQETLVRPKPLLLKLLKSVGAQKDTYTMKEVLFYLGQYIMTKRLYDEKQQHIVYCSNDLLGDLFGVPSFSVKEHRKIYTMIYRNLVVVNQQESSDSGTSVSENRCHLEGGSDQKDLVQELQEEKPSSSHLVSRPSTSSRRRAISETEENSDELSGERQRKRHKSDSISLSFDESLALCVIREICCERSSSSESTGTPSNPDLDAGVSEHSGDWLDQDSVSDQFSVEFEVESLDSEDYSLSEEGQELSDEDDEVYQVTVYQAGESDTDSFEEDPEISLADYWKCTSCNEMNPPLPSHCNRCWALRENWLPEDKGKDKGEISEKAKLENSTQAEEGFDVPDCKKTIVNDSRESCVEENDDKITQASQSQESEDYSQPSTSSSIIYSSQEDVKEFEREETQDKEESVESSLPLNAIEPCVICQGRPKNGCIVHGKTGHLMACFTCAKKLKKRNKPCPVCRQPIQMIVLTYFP
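System: stable MDM2–luciferase fusion reporter cells / Input: 2000 cells seeded into each well / Schedule: 4 h settle plus 2 h compound, 37 °C / Compound: single-point 5 µM / Buffer or medium: cells held in DMEM / Benchmarks: control and blank well means / Evaluation: percent signal gain over controls, blank-subtracted / Measured by: luciferase luminescence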
m-calpain inh: calpain II (pig) inhibition; purified calpain II, fluorogenic peptide substrate, 30 min; inhibition, % at 16 µM; 0.37% of 220,000 active;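 active = inhibition above about 50%, limit read from the data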
KCC2 mod: KCC2 (human) Cl- transport modulation; KCC2 cells, thallium flux FluoZin-2 fluorescence; B-score of Tl+ flux slope (higher = more flux/activation; lower = inhibition) at 10 µM; 2.2% of 190,000 active; AID 1456;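 active = thallium flux slope and its plate-corrected score both differing from the plate sample mean at a set confidence after two filtering rounds, in either direction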;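 note: slope of fluorescence scaled to starting intensity during 10 to 20 s after thallium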
TNF death inh: inhibitors of TNF-alpha induced necroptosis in Jurkat FADD-/- cells | Jurkat FADD-/- TNF necroptosis rescue, ATP luminescence, 24 h; 0 = TNF only, 100 = no-TNF cells | activation (protection from cell death), % at 10 µM | 0.068% of 220,000 active | AID 463075;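 active = activation, meaning protection from cell death, of at least 50% relative to plate controls; inactive = activation below 50%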;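 note: necroptosis triggered by 40 ng/mL TNF-alpha added together with compound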
EBV gp42 block: inhibitors of Epstein-Barr virus glycoprotein 42 | Q1HVG2 | Fluorescence polarization binding assay, mP read-out | inhibition, % (tested at 21.74 µM) | 0.42% of 220,000 active; in the data active = inhibition above about 50%
Target sequence (Q1HVG2 whole entry, looked up): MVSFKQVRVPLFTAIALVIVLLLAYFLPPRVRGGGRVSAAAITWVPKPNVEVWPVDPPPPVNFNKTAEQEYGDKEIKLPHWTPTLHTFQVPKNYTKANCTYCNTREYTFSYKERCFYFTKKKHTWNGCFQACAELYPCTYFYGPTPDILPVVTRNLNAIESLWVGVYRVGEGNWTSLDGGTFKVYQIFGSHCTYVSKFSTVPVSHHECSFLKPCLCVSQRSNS
Active calls of the source: *; i = inactive; x = no result given; [ ] = dose if it differs, or a comment.

Molecule	Rad51 HR inh	zVAD death inh	eIF4E 4G PPI	PERK inhibitor	Mdm2 ligase inh	m-calpain inh	KCC2 mod	TNF death inh	EBV gp42 block
Cc1ccc(CN2CCCC(C(=O)c3cccc(C(F)(F)F)c3)C2)o1 (configuration not stated)	-3	0.3	2	0.1	-7	-6	x	0.5	-6
CCOC(=O)C(C)Oc1cc(C)cc2oc(=O)c3c(c12)CCCC3 (configuration not stated)	5	0.2	1	-0.6	-6	-142	-3	-1.7	8
O=[N+]([O-])c1cc(S(=O)(=O)c2ccc(O)c([N+](=O)[O-])c2)ccc1O	5	-0.1	8[fluorescence artefact?]	-0.1	-7	8	0.22	1.0	-3
Cc1cc(C)c(Cn2c(C(=O)O)c(C=O)c3ccccc32)c(C)c1	-54	1.7	3	2.6	-78	4	-0.13	0.8	-130
CN1C(=O)N(C)C(=O)C(CCc2ccncc2)(Cc2ccc3c(c2)OCO3)C1=O	0	-0.1	4	-0.4	-20	-8	0.63	-1.6	-21
O=C(CN1C(=O)CCSc2ccccc21)N1CCC2(CC1)OCCO2	4	0.0	1	-0.3	-8	-23	0.036	0.2	-3
Cc1ccccc1N1C(=O)NC(=O)/C(=C\c2ccc3c(c2)CCCN3Cc2ccccc2)C1=O	-251	1.0	1	0.7	0	-10	-0.52	1.7	171*
CCCCc1ccc2[nH]cc(CCN)c2c1	6	2.6	2	0.6	-13	-9	0.57	-21	-14
COc1cccc(N2CCN(Cc3cccc(Cl)c3)CC2)c1	4	0.9	-3	0.4	-10	-9	x	1.2	-23
CN1CCN(c2ccc(/C=C3\C(=O)NC(=S)N(c4cccc(Br)c4)C3=O)o2)CC1	-407	-0.4	3	0.8	21	-31	i	-20	-288
O=C1NC(=O)C(=CN2CCc3ccccc32)C(=O)N1	x	0.5	1	0.1	-10	14	-0.28	-4.2	-13
CCC1(OC(=O)CN)C(=O)OCc2c1cc1n(c2=O)Cc2cc3ccccc3nc2-1 (configuration not stated)	-3	-1.3	0	4.9*	-41	-301	0.19	-26	-5
Cc1ccccc1N1C(=O)NC(=O)/C(=C\c2cnn(-c3ccccc3)c2)C1=O	x	-0.3	2	-1.6	-12	-9	0.017	-0.6	-2
CC(C)(C)N1C(=O)NC(=O)/C(=C\c2ccc3c(c2)CCN3CCCCl)C1=O	-124	-0.1	0	-0.3	4	2	2.4	0.4	-13
C=CCn1c(O)c(C(C)=O)c(=O)[nH]c1=O (tested in a mixture with another compound)	-5	-0.2	-2	0.2	-31	-8	0.95	-0.1	-30
O=C(CCN1CCOCC1)NCC(=O)Nc1ccc(Br)cc1C(=O)c1ccccc1	2	-0.1	-2	-0.6	-6	-6	x	-4.2	-29
CCCCN1C(=O)/C(=C/c2ccc(N3CCCCCC3)cc2)C(=O)NC1=S	-60	2.1	2	2.2	-20	-58	-0.25	-2.0	-30
COc1cccc(C2(O)CCN(Cc3ccncc3)CC2)c1	-2	-1.1	2	0.0	0	11	-0.19	-0.1	-3
CCOC(=O)C1C(=O)NC2(C)CC1c1cc(OC)ccc1O2 (configuration not stated)	-9	0.9	3[fluorescence artefact?]	0.6	-11	-7	0.74	2.4	-11
CN1CCC(c2c[nH]c3ccccc23)C1 (configuration not stated)	x	3.4	4	0.3	x	13	0.54	-0.6	-14
COc1ccc(NC(=S)NC(NC(=O)CF)C(Cl)(Cl)Cl)c([N+](=O)[O-])c1 (configuration not stated)	-41	-0.4	20	-1.5	-1	2	0.027	-2.2	-9
Cc1cc(N(CCCl)CCCl)ccc1/C=N/NC(=O)c1ccco1	x	1.6	9	-0.3	-18	-121	-0.93	-10	49
O=[N+]([O-])c1ccc(N2CCCC2)c2ccncc12	-4	3.6	4	0.2	-13	1	-0.47	0.0	-24
CN(C)C(=O)Oc1c(Cl)cc(Cl)c2ccccc12	-2	0.0	x	0.2	-9	8	-0.63	-1.0	-17
CCOP(=O)(OCC)Oc1cc(C)c(N(C)C)c(C)c1	-10	0.9	0	-0.8	5	6	-0.43	-1.2	0

3 compounds from above, arranged by SMILES length, rising.
Molecule	Rad51 HR inh	zVAD death inh	eIF4E 4G PPI	PERK inhibitor	Mdm2 ligase inh	m-calpain inh	KCC2 mod	TNF death inh	EBV gp42 block
CN(C)C(=O)Oc1c(Cl)cc(Cl)c2ccccc12	-2	0.0	x	0.2	-9	8	-0.63	-1.0	-17
Cc1cc(C)c(Cn2c(C(=O)O)c(C=O)c3ccccc32)c(C)c1	-54	1.7	3	2.6	-78	4	-0.13	0.8	-130
CCC1(OC(=O)CN)C(=O)OCc2c1cc1n(c2=O)Cc2cc3ccccc3nc2-1 (configuration not stated)	-3	-1.3	0	4.9*	-41	-301	0.19	-26	-5

More results:
Molecule	Rad51 HR inh	zVAD death inh	eIF4E 4G PPI	PERK inhibitor	Mdm2 ligase inh	m-calpain inh	KCC2 mod	TNF death inh	EBV gp42 block
Clc1ccc2c(c1)C(c1ccccc1Cl)=NCc1nncn1-2	6	-0.2	2	1.0	-9	1	x	-2.0	8
COc1cc2c(cc1OC)-c1c3c(cc4c1[C@@H](C2)N(C)CC4)OCO3	2	63	6	-1.2	x	-34	0.004	11	-8
COc1ccc2c(c1)c(CCN)c(C)n2Cc1ccccc1	-6	3.2	2	-2.5	4	-15	0.69	-0.8	10
O=C(NCc1ccc(C(=O)N2CCC3(CC2)OCCO3)cc1)c1cccc(Br)c1	3	1.0	-3	0.3	7	1	-0.32	-3.5	-19
O=C(c1csc2c1CCCCC2)N1CCC2(CC1)OCCO2	-15	0.1	-50	0.3	8	-31	-0.036	1.6	1
O=C(c1ccc(Br)cc1)C12CN3CN(CN(C3)C1)C2	5	8.1	2	0.3	-22	-54	1	0.0	2
Cc1ccc(N2C(=O)NC(=O)/C(=C/c3ccc(OC(=O)c4cccs4)cc3)C2=O)cc1	-9	-0.1	-3	1.2	-7	7	1.5	-3.4	-5
FC(F)(F)c1ccccc1CN1CCN(Cc2ccccc2)CC1	0	0.3	-5	-0.2	-1	4	-0.22	-0.1	-32
N#Cc1cc2c(nc1SCC(=O)Nc1cc(Cl)cc(Cl)c1)C1CCN2CC1	-5	-0.3	5[fluorescence artefact?]	0.4	-14	-21	0.95	0.6	4
CCN(CC)c1ccc(CN(C)CCc2ccc(OC)c(OC)c2)cc1	-4	-0.2	-2	-0.6	-18	-8	1.1	1.7	13
CN(C)CCN=Cc1c(O)n(Cc2ccco2)c(=O)[nH]c1=O	-1	-0.3	12	0.7	-19	16	0.59	-0.2	-11
O=C(Cn1c2c(c(-c3ccccc3Cl)cc1=O)CCC2)N1CCC2(CC1)OCCO2	3	-0.1	-6	0.6	-12	-66	0.68	-0.6	-8
COc1ccc(C[C@@H]2c3cc(O)c(OC)cc3CCN2C)cc1O	-2	1.1	1	0.1	x	5	0.25	1.5	-24
Cc1ccc(Cl)cc1-n1c(O)c(C=NCCCN2CCOCC2)c(=O)[nH]c1=O	10	-0.1	-6	0.3	-28	35	0.67	-2.1	-23
CC(C)CC(=O)NC(Oc1ccc(Cl)cc1)C(Cl)(Cl)Cl (configuration not stated)	-4	0.0	7	0.5	-10	10	x	-4.0	-1
Cc1cccnc1-n1c(-c2ccco2)nc2ccccc2c1=O	-6	-0.2	3	1.3	-22	18	0.89	-1.6	-6
Cc1nn(Cc2ccccc2)c(Cl)c1C(=O)OCC(=O)N1CCCC1	6	-0.8	0	-0.3	-20	10	0.072	-0.8	-5
COc1cc(N2CCOCC2)ccc1/C=C1\C(=O)NC(=O)N(C2CCCCC2)C1=O	x	0.5	1	0.1	x	29	0.16	0.6	10
Cc1c(C(=O)N2CCC3(CC2)OCCO3)oc2ccc(S(=O)(=O)N3CCOCC3)cc12	5	0.3	1	0.2	11	-22	-0.73	-0.4	9
O=[N+]([O-])c1cccc(C2N3CCCN23)c1 (configuration not stated)	3	0.4	-1	-0.2	0	-10	0.2	-0.4	-9
CCN(CC)CCCN=Cc1c(O)n(CCc2ccc(F)cc2)c(=O)[nH]c1=O	4	0.1	0	0.2	-14	-11	1.3	0.5	-7
COc1ccc2[nH]c(C)c(CCNCc3cc(OC)c(OC)c(OC)c3)c2c1	-18	-0.1	0	0.1	10	-32	x	3.4	-14
Cc1cccc(N2C(=O)NC(=O)/C(=C\c3cccn3-c3ccc(Cl)cc3)C2=O)c1	-8	-0.2	1	1.7	40*	-110	1.2	-18	-40
CC(C)OC(=O)Nc1ccc(N=C(N)N[N+](=O)[O-])cc1	1	0.3	4	1.0	-4	14	-0.15	-0.1	-14
CCC(=NCCCN(CC)CC)c1c(O)n(C2CCCCC2)c(=O)[nH]c1=O	-6	-0.1	0[fluorescence artefact?]	-0.6	2	-19	x	-0.3	-7
CCc1cc2c(N3CCN(C)CC3)ncnc2s1	-3	0.0	0	-0.1	-1	-14	-0.64	-0.8	-13
Cc1cccc(C)c1OP(N)(=O)Oc1c(C)cccc1C	-1	0.5	-7	0.7	6	2	-0.14	-1.0	-18
O=Cc1c(C(=O)O)n(Cc2ccc(Cl)cc2)c2ccccc12	-348	2.2	-1	0.8	-12	-50	-1.8	0.5	-90
OC1(c2ccc(F)cc2)CC2CCC(C1)N2Cc1nnnn1C1CCCCC1 (configuration not stated)	x	0.4	4	-0.3	-5	3	x	2.1	-12
CCCCCCN1CCN(c2ccccc2Cl)CC1	4	0.3	-1	1.1	-2	-5	-0.57	0.2	-3
Oc1cccc(/C=N/NP(=S)(c2ccccc2)c2ccccc2)c1	-2	-0.2	4	0.3	-9	9	0.21	-0.1	5
CN=C(SCc1cc2c(cc1Cl)OCO2)c1c(O)n(C)c(=O)n(C)c1=O	0	0.1	1	0.7	-15	19	x	-4.1	-23
CCN1CCc2ccccc2C1	9	0.4	-1	0.3	-14	-5	1.1	0.7	-12
S=P(Nn1cnnc1)(c1ccc(Br)cc1)c1ccc(Br)cc1	-4	1.4	5	0.0	-6	-13	-0.11	2.6	6
CC1(C)CC(=O)C(C=NCCN2CCN(C(=O)Cc3ccccc3)CC2)=C(O)C1	0	0.2	3	0.3	-1	-8	x	-3.3	0
Cc1nn(Cc2ccccc2)c(C)c1C=C1C(=O)NC(=O)NC1=O	10	0.7	6	0.8	-9	14	0.4	10	-24
CSc1ccc(C(=O)C2CCCN(Cc3cccnc3)C2)cc1 (configuration not stated)	x	0.0	2	0.7	-15	11	-0.83	0.4	-9
O=[N+]([O-])c1ccc(N2CCCCCC2)c2ncccc12	-67	2.6	-2	0.8	-15	22	0.036	-0.1	-7
CCN(CC)CCN=C(C)c1c(O)n(-c2ccccc2OC)c(=O)[nH]c1=O	-9	-0.1	-2	0.5	-38	-10	0.59	0.1	-28
Cc1ccc2c(c1)C1CN(C)CCC1N2C(=O)c1cccs1 (configuration not stated)	x	-0.3	-7	0.6	x	-9	-0.41	0.5	0
NP(=O)(Oc1ccc(Cl)cc1)Oc1ccc(Cl)cc1	-3	0.3	0	0.4	1	18	-1.8	2.9	-18
Cc1ccc(-n2c(O)c(C=Nc3ccc(Br)cn3)c(=O)[nH]c2=O)cc1	3	-1.1	1	0.7	0	-27	x	-1.3	-25
CCNC(=O)NC(=O)C(C)OC(=O)c1c(C)nn(Cc2ccccc2Cl)c1Cl (configuration not stated)	-1	0.7	-7[fluorescence artefact?]	-0.7	0	1	-0.1	1.3	-5

Source: PubChem (several laboratories)

This is a subset (hit frequency here may not be typical).
